S100A4 inh HTS – inhibitors of human S100A4 binding to myosin IIA peptide; inhibition, % at 10.7 µM; P26447; 0.14% of 360,000 active; S100A4/TAMRA-MyoIIA peptide fluorescence polarization; AID 652163;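 active = mean inhibition of at least 70% across replicates, with every replicate also reaching that level; inconclusive = mean inhibition reaches 70% but some replicates fall short; inactive = mean inhibition below 70%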
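Compound dosing: one dose per compound; test system: human S100A4 monomer with TAMRA-labelled myosin IIA peptide; probe or stimulus: TAMRA-labelled myosin IIA heavy-chain peptide probe, 5 nM; medium: HEPES buffer with Ca2+, pH 7.2; schedule: 5 min incubation before reading; benchmarks: neutral control DMSO, positive control TFP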
esBAF inh – blocks esBAF chromatin remodeling in mouse ES cells | Bmi1-luciferase knock-in reporter, 24 h; 100% = twice the neutral-well signal | reporter increase, % at 12.5 µM | 2% of 350,000 active; in the data active = activation above about 40%; inconclusive = no clear call, values can overlap the other calls;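 also: 0% = median of the plate's neutral control wells and 100% = double that signal; a rise in the Bmi1 reporter signal indicates esBAF inhibition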
EWS-Fli block – blocks EWS/Fli oncoprotein-driven transcription. A673 NR0B1-luciferase reporter, viability-normalised. inhibition, % at 12.6 µM. 0.67% of 350,000 active;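 active = mean inhibition of at least 50% after viability correction, with every replicate also passing that limit; inconclusive = mean reaches 50% but only one of two replicates passes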;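 also: firefly luciferase signal divided by Alamar Blue viability fluorescence both relative to DMSO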
FN deposit inh – fibronectin deposition inhibition; AH1F fibroblasts, Alexa488-fibronectin deposition fluorescence, overnight; inhibition, % at 12.6 µM; 0.086% of 350,000 active;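 active = mean inhibition across replicates of 30% or more, regardless of how many single replicates reach that level; inconclusive = mean under 30% yet at least half of replicates reach 30%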;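 also: positive control wells lacked labelled fibronectin entirely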
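Schedule: 1 h cell adhesion before compound, then overnight fibronectin incubation; test system: AH1F fibroblast monolayer depositing Alexa488-labelled fibronectin into matrix; quantity: 10000 AH1F cells per well; probe or stimulus: fluorescent fibronectin at 24 nM final; signal: fluorescence, ex 485 nm, em 525 nm; evaluation: percent inhibition as loss of matrix-bound fibronectin fluorescence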
E-selectin induc – induces E-selectin expression in human endothelial cells; 0.37% of 260,000 active; AID 686992; activation, % at 7.58 µM; HUVEC E-selectin immunofluorescence imaging; normalized: neutral wells 0, TNF-alpha wells 100; P16581;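 active = mean E-selectin-positive cell signal at least 10% of the positive control, reached in at least 60% of replicates, without over 20% cell loss; inconclusive = no rule given, readout overlaps actives, possibly toxicity-flagged; inactive = the rest, including those meeting only one limit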;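 also: in these data hits start at about 27%; measured in HUVEC primary endothelial cells; signal is the percent of cells scored E-selectin positive by PE staining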
Target sequence (P16581 whole entry, looked up): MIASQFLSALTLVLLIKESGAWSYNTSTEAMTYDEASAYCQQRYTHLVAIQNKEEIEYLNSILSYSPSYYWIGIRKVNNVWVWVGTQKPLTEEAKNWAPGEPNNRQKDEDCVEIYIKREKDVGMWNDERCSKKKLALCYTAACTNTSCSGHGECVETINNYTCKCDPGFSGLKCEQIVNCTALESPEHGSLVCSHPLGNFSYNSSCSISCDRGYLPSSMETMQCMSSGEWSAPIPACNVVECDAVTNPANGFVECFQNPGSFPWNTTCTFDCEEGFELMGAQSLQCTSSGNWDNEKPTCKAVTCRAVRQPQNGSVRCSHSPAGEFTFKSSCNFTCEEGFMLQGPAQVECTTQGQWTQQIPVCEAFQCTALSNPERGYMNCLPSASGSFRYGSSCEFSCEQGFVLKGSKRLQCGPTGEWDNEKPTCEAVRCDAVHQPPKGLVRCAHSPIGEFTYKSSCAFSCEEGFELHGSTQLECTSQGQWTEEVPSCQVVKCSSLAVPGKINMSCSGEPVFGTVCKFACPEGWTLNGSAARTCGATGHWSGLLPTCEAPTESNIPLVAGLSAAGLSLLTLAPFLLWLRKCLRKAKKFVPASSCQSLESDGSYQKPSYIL
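Read-out: % PE-positive cells | Test system: HUVEC | Doses: One compound dose added by pin transfer | Buffer or medium: EGM-2 over gelatin coat | Signal: Immunofluorescence imaging | Benchmarks: TNF-alpha, DMSO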
RAD52 anneal inh – blocks human RAD52 DNA annealing. P43351. recombinant RAD52 DNA annealing, FRET fluorescence. inhibition, % at 18.7 µM. 0.46% of 360,000 active. AID 651710;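 active = every replicate showing at least 50% inhibition; inconclusive = mean inhibition at least 50% but not in every replicate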
Target sequence (P43351 whole entry, looked up): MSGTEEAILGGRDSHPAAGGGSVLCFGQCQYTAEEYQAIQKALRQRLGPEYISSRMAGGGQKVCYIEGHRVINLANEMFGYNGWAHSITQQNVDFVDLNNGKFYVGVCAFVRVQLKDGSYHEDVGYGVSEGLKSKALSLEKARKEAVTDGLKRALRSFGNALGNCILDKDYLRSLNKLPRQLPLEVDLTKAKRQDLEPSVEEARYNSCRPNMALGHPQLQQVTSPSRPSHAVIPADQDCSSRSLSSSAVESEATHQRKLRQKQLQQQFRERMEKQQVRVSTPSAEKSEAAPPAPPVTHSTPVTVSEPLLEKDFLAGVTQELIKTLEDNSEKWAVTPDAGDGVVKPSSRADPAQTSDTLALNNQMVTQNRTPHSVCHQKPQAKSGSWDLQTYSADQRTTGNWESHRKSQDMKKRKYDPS
RAD54 inh – blocks human RAD54 Holliday junction branch migration. inhibition, % at 10.4 µM. Q92698. FAM/BHQ fluorescence. AID 602329. 0.14% of 360,000 active;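 active = mean normalized replicate activity at least 40 and at least half of replicates scoring 40 or more; inconclusive = only one of the two criteria met; inactive = mean below 40 and under half of replicates reaching 40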;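 also: 0% = median of neutral control wells and 100% = median of positive control wells; inhibitors cause a drop in the FAM fluorescence signal; in these data hits start at about 50%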
XiGFP reactiv – reactivates the inactive X chromosome in mouse fibroblasts; XiGFP mouse fibroblasts, % GFP-positive cells imaging, 3 d; cells co-treated with 5-aza-dC sensitizer; scaled so ellipticine positive control = 100%; activation, % at 7.58 µM; 0.055% of 360,000 active;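 active = mean normalized replicate activation at least 10% and every replicate at or above 10%; inconclusive = only one of the two criteria met; inactive = mean below 10% and not all replicates reach 10%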;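 also: 0% = median of on-plate neutral control wells and 100% = ellipticine 6 µM median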
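System: 68-5-11 XiGFP fibroblast line; Timing: 3 days compound exposure; Compound dosing: one concentration, pinned; Benchmarks: positive control ellipticine, 6 µM final; Buffer or medium: DMEM containing 5-aza-dC.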
* = called active by the depositor; u = inconclusive; x = not tested or not shown; & = joins results of further samples.

SMILES	S100A4 inh HTS	esBAF inh	EWS-Fli block	FN deposit inh	E-selectin induc	RAD52 anneal inh	RAD54 inh	XiGFP reactiv
NC(=O)C1=C[C@H](c2ccc(C(F)(F)F)cc2)C[C@H](OCCCCO)O1	-3	-1	-2	-18	-0.1	-2	0	-0.1
COc1ccc(C(=O)Nc2ccc3c(c2)nc(CCNC(=O)c2ccco2)n3C)cc1	2	48*	-65	-6	x	-21	0	0.0
N#Cc1c(-c2cccnc2)cc(-c2ccccc2)nc1N	-3	x	17	1	0.8	-13	2	0.0
Cc1cccn2c(CNCCSc3nccn3C)c(C(=O)N3CCCCC3)nc12	3	-1	6	-4	0.1	-17	-7	-0.3
O=S(=O)(c1ccc(Cl)cc1)N1CCCN(c2ccc(C(F)(F)F)cn2)CC1	-4	x	12	-9	x	0	x	0.2
O=C(COC(=O)c1cnccn1)Nc1ccccc1-c1ccccc1	0	-13	1	1	x	-20	-14	0.0
Cc1cccc(C)c1NC(=O)C1(C)CN(S(C)(=O)=O)CC(=O)N1CCCn1ccnc1 (stereo not given)	-3	x	6	3	-0.2	-6	x	0.2
Cc1cc(C)cc(C(=O)NC(CC(N)=O)c2ccc(N3CCC(Cc4ccccc4)CC3)c([N+](=O)[O-])c2)c1 (stereo not given)	-2	-1	6	-6	-0.7	-5	2	0.0
N#Cc1ccc(COC(=O)c2cnc(Cl)c(Cl)c2)cc1	0	-12	9	0	-0.1	-2	0	0.0
N#CCCn1cnc2c(=S)nc[nH]c21	54	-2	x	x	x	-2	1	x
COc1ccc(CC(=O)N2CCN=C2SC)cc1	-2	21	-8	-6	-0.2	-18	-6	0.2
CC(C)[C@H](N)C(=O)N[C@H](C(=O)N1CCC2CCN(Cc3ccccc3)CC21)C(C)C (stereo not given in full)	7	x	10	8	-0.2	-34	x	0.4
C/C=C/c1ccc([C@@H]2[C@@H](CO)N3C(=O)CN(Cc4ccc(C(=O)OC)cc4)C[C@@H]23)cc1	-39	x	7	x	0.0	-6	x	0.0
CCCN(CCC)CCCNC(=O)c1ccc2c(Cl)c3c(nc2c1)CCC3	1	10	0	-3	0.0	-9	11	0.2
NS(=O)(=O)c1ccc(CNC(=O)C2(c3ccc(Cl)cc3)CC2)cc1	0	1	4	-1	0.0	-10	-6	0.0
CCc1[nH]nc(C(=O)N2CCCC(Nc3ccc(C(C)C)cc3)C2)c1C (stereo not given)	0	-3	x	1	-0.1	-3	0	0.2
O=C(NN=Cc1ccccc1C(=O)O)c1ccc(NS(=O)(=O)c2cccs2)cc1	-1	-2	4	6	x	-23	-9	0.1
CCN=C1NC(c2ccc(C(F)(F)F)cc2)C(C(=O)OC)=C(C)N1Cc1ccccc1C(F)(F)F (stereo not given)	1	x	-7	-7	0.0	0	x	0.4
C[C@@H]1CCCCO[C@H](CN(C)C(=O)Cc2ccccc2)[C@@H](C)CN([C@@H](C)CO)C(=O)c2cc(NC(=O)CCCN(C)C)ccc2O1	1	1	-10	x	0.1	17	7	0.0
O=C(Nc1cccc([N+](=O)[O-])c1)Nc1ccc(Cl)cn1	-5	x	-25	-4	x	-5	x	0.0
COCCNc1nnc(SCC(=O)NC2CCCCC2)s1	-5	-4	2	-4	-1.3	5	4	-0.6
O=S1(=O)c2c(F)cccc2OC(COc2ccccc2)CN1CCc1ccc(F)cc1 (stereo not given)	-1	14	-2	-4	-0.1	-10	-9	0.1
CO[C@@H]1CN(C)C(=O)c2cc(NC(=O)Nc3cc(F)ccc3F)ccc2OC[C@H](C)N(C)C[C@H]1C	5	1	-4	3	0.0	0	4	0.0
CC(C)CNCC1OCc2ccccc2CO1	1	1	-3	-2	0.1	-8	x	-0.1
Cc1nn(-c2cc(N3CCOCC3)ccc2[N+](=O)[O-])c(=O)c2ccccc12	-19	-3	x	12	x	5	-4	x

Compound profiles, as listed above. Screens in order: S100A4 inh HTS	esBAF inh	EWS-Fli block	FN deposit inh	E-selectin induc	RAD52 anneal inh	RAD54 inh	XiGFP reactiv
Listed for CCN=C1NC(c2ccc(C(F)(F)F)cc2)C(C(=O)OC)=C(C)N1Cc1ccccc1C(F)(F)F (stereo not given) = 1	x	-7	-7	0.0	0	x	0.4
Listed for Cc1cccn2c(CNCCSc3nccn3C)c(C(=O)N3CCCCC3)nc12 = 3	-1	6	-4	0.1	-17	-7	-0.3
Listed for Cc1cc(C)cc(C(=O)NC(CC(N)=O)c2ccc(N3CCC(Cc4ccccc4)CC3)c([N+](=O)[O-])c2)c1 (stereo not given) = -2	-1	6	-6	-0.7	-5	2	0.0

(next part)
SMILES	S100A4 inh HTS	esBAF inh	EWS-Fli block	FN deposit inh	E-selectin induc	RAD52 anneal inh	RAD54 inh	XiGFP reactiv
CCCCN1C(=O)C(=Nc2cccc3cnccc23)c2ccccc21	3	x	23	-10	2.5	10	x	0.3
CC(C)NC(=O)Nc1ccc2c(c1)C(=O)N([C@H](C)CO)C[C@H](C)[C@@H](CN(C)S(=O)(=O)c1cccs1)O2	-1	-2&-6	2&-4	2&-8	-3.5&-0.1	-40	-8	-1.0&0.1
CC1CCCN(C(C(=O)Nc2ccc(C(C)C)cc2)c2ccc3c(c2)OCO3)C1 (stereo not given)	-3	-11	9	-2	0.2	-3	-6	0.2
CCCCN(CCCC)Cc1cc(=O)oc2cc(OC)ccc12	0	-5	2	3	-0.1	-16	-7	0.0
CCc1nc(N2[C@@H](C#N)[C@H](c3ccccc3-c3ccccc3C)[C@@H]2CO)sc1C	0	x	1	-4	0.1	-6	x	0.0
O=S(=O)(c1ccccc1)N1C[C@@H]2[C@H](c3ccccc31)[C@@H](CO)N2Cc1ccc2c(c1)OCO2	10	-7	7	13	-0.1	4	-1	0.0
CCOC(=O)c1cnn2c(C(F)(F)F)cc(-c3ccccc3)nc12	1	-12	7	x	x	-5	-6	x
COc1ccc(S(=O)(=O)Nc2ccc3c(c2)C(=O)N([C@H](C)CO)C[C@H](C)[C@@H](CN(C)S(=O)(=O)c2ccc(C)cc2)O3)cc1	-12	-8	1	x	-0.4	-2	3	-1.2
C[C@H]1CN([C@@H](C)CO)C(=O)c2cc(/C=C/c3ccccc3)cnc2O[C@@H]1CN(C)S(=O)(=O)c1cccs1	6	6	28	x	-0.3	7	0	-0.3
C[C@H]1CN([C@@H](C)CO)C(=O)c2cc(NC(=O)NC3CCCCC3)ccc2O[C@H]1CN(C)C(=O)Nc1ccc(F)cc1	-14	-2	0	-1	-1.4	12	-5	-1.4
CCN(CC)S(=O)(=O)c1ccc(OC)c(-n2cnnn2)c1	-2	-1	7	-4	6.1	-7	-12	0.1
O=C(NCc1cccc(CNC(=O)c2ccco2)c1)c1ccco1	-9	-2	16	x	x	0	-7	x
C=CCNC(=S)NS(=O)(=O)c1cccs1	-2	-1	4	9	x	-6	3	0.0
CN(CC1COc2ccccc2O1)C(=S)NC1CCCCC1 (stereo not given)	-1	x	-20	10	0.0	-4	3	0.6
CC(=O)Nc1ccc(Nc2ccc([N+](=O)[O-])cn2)cc1	7	-2	-10	0	0.1	-4	-3	0.0
COc1cccc(-c2nc(CS(=O)(=O)CC(=O)Nc3cccc(C(C)=O)c3)c(C)o2)c1	-9	x	x	7	1.8	-45	x	0.0
C[C@@H]1CN([C@@H](C)CO)C(=O)Cc2cc(NC(=O)CCCN(C)C)ccc2O[C@H]1CN(C)Cc1ccc(C(F)(F)F)cc1	2	-5	x	x	0.4	25	8	0.1
CCCN1CCN(CCCNC(=O)c2cc3c(=O)n(C)c4ccccc4c3n2C)CC1	0	-10	7	4	1.3	26	u	0.2
O=C(N/N=C/c1ccco1)c1cccc(N2CCCC2=O)c1	-4	x	-39	7	x	-20	17	0.0
CCS(=O)(=O)N1CC2(C1)[C@@H](c1ccccc1)[C@H](CO)N2Cc1ccccn1	4	x	0	0	0.2	-28	x	0.1
CC(C)C#Cc1ccc2c(c1)O[C@H](CN(C)C(=O)C1CCC1)[C@H](C)CN([C@@H](C)CO)S2(=O)=O	x	x	1	-31	0.0	x	x	0.3
O=C(Nc1ccn(CCCN2CCN(Cc3cccc4ccccc34)CC2)c(=O)n1)OCc1ccccc1	-11	2	14	7	0.2	52*	x	0.3
COc1ccccc1-c1cn(CC[C@@H]2CC[C@@H](NC(=O)CCN3CCCCC3)[C@@H](CO)O2)nn1	-7	2	2	1	-0.1	9	-3	0.2
COC(=O)C[C@H]1CC[C@H]2[C@@H](COC[C@H](O)CN2S(=O)(=O)c2cn(C)cn2)O1	1	1	-1	-18	0.1	-5	3	0.2
Cc1cccc(Nc2nc(C)cc(C)n2)c1	2	10	-15	0	x	-3	-20	0.3
New compounds follow
SMILES	S100A4 inh HTS	esBAF inh	EWS-Fli block	FN deposit inh	E-selectin induc	RAD52 anneal inh	RAD54 inh	XiGFP reactiv
CNCC(=O)N(CC(C)C)c1c(N)n(CC(C)C)c(=O)[nH]c1=O	-4	x	-18	-6	0.2	-28	x	-0.1
CCn1c(C)c(C(=O)O)c2cc(OC)c3ccccc3c21	-1	-6	11	-1	x	-7	-7	0.0
COCCNC(=O)Cn1cc(/C=C(\C#N)C(=O)NC2CC2)c2ccccc21	1	-9	19	4	u	-18	x	0.2
Cc1cccc(OCC(=O)NCC(=O)N/N=C/c2cc(Br)ccc2OCc2ccccc2)c1	19	-3	-13	x	x	10	6	-0.1
CCCN1C[C@@H](C)[C@H](OC)CN(C)C(=O)c2cc(NC(=O)c3cccc(OC)c3)ccc2OC[C@@H]1C	x	1	-5	17	-0.4	x	x	0.3
CC(=O)Nc1cc(-c2ccc(N3CCN(C)CC3)cc2)cn2c(-c3ccc(S(C)(=O)=O)cc3)cnc12	-4	8	-2	7	0.1	73*	104*	0.1
C[C@@H]1CN([C@@H](C)CO)C(=O)c2cc(NS(=O)(=O)c3cn(C)cn3)ccc2O[C@H]1CN(C)Cc1ccc(C(=O)Nc2ccccc2N)cc1	-7	1	14	x	x	8	1	-1.1
O=C(O)/C=C/C(=O)Nc1nc(-c2ccc3ccccc3c2)cs1	6	x	2	-10	x	-10	x	-0.2
Cc1ccc(NC(=O)c2cnccn2)c(C)c1	1	16	-43	0	x	-11	-1	0.1
Cc1cc(C)cc(C(=O)NCc2ccc3c(c2)OCO3)c1	-2	-1	-11	9	0.1	-17	3	0.0
COc1ccc(N2Cc3ccccc3C2=NC(=O)c2ccc(C)cc2)cc1OC	1	-1	-7	-4	-0.1	8	-2	0.0
CO[C@@H]1CN(C)C(=O)c2cc(NS(=O)(=O)c3ccc(C)cc3)ccc2OC[C@H](C)NC[C@H]1C	-2	0	1	1	0.3	4	5	0.1
Cc1c(/C=N/NC(=O)c2cc(C(C)(C)C)[nH]n2)c2ccccc2n1C	7	-10	-3	-8	8.7	-14	4	0.0
CN1C(=S)N2CCCN2C1c1ccccc1 (stereo not given)	0	1	-7	3	6.2	-10	1	0.0
Cc1ccc(Sc2ncccc2O)cc1	0	x	-6	1	x	-11	x	-0.1
Cc1ccc(C(=O)Nn2c(C)nc3ccccc3c2=O)cc1C	0	3	-69	2	x	-15	-3	0.0
